High-throughput results deposited in PubChem BioAssay by Broad Institute.
ARNT TACC3 PPI = disruptors of ARNT/TACC3 protein interaction, primary screen, biochemical, AlphaScreen, single concentration; Transforming acidic coiled-coil-containing protein 3 (Homo sapiens), Q9Y6A5; AlphaScreen His-ARNT PAS-B/GST-TACC3 binding, luminescence; TACC3 fragment carries E629A point mutation; inhibition, % at 9.99 µM; hit rate 0.66% among 390,000; AID 623870, 2012;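 active = mean inhibition of replicates at least 50% and at least half of replicates each reaching 50%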;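 also: 0% = complete ARNT plus TACC3 wells and 100% = ARNT alone without TACC3; many hits fall short of the cut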
LGR2 inh = inhibitors of bursicon-induced LGR2 CRE-luciferase signal, primary screen, cell-based, HEK293, CRE-luciferase reporter, bursicon stimulation; Drosophila bursicon receptor LGR2 (rickets); bursicon-stimulated, 4 h; inhibition, % at 9.99 µM; hit rate 0.35% among 380,000; AID 720647, 2013;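 active = drop in luminescence signal, shown as inhibition above about 50% in the replicate tests, limit read from the data, passing the limit was not always enough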;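 also: agonist challenge used bursicon conditioned medium at about half maximal strength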
Active calls of the source: *. These rows are one share of the data; the hit share may differ from the screen's.

O=C(Nc1ccon1)c1cc2ccccc2oc1=O was read as ARNT TACC3 PPI -8.7 and LGR2 inh -14.5.
Screening CCSc1nnc(NC(=O)c2ccc(Br)s2)s1 returned ARNT TACC3 PPI -11.4 and LGR2 inh -31.4.
`O=C(CNC(=O)c1cccs1)NCC(=O)OCc1ccc(Cl)cc1` gave ARNT TACC3 PPI -18.8 and LGR2 inh 3.3.
`O=C(NCCCCc1ccccc1)c1ccc(Br)o1` gave ARNT TACC3 PPI -5.7 and LGR2 inh 12.6.
`CCC(CC)C(=O)Nc1cccc(/C(C)=N/NC(=O)c2c(Br)cnn2C)c1` gave ARNT TACC3 PPI -2.5 and LGR2 inh 12.1.
Screening CCOC(=O)C(C)Sc1ccc2nnc(-c3ccc(F)cc3)n2n1 (stereo unspecified) returned ARNT TACC3 PPI -1.3 and LGR2 inh -7.4.
For CCOc1cc(/C=N/NC(=O)CNc2ccc(C)cc2)ccc1OC(=O)c1ccccc1 the results were ARNT TACC3 PPI -22.1 and LGR2 inh -12.9.
Screening Cc1ccccc1NS(=O)(=O)c1cc(C(=O)NCc2ccco2)ccc1C returned ARNT TACC3 PPI 9.6 and LGR2 inh -0.1.
Screening COc1ccc2nc(NC(=O)CSc3ccccc3)sc2c1 returned ARNT TACC3 PPI -16.0 and LGR2 inh -57.9.
`CCOC(=O)c1[nH]c(C)c(C(=O)NCCCN2CCOCC2)c1C` gave ARNT TACC3 PPI 0.5 and LGR2 inh 4.7.
For CCOC(=O)CC1C(=O)NCCN1C(=O)c1c(F)cccc1F (stereo unspecified) the results were ARNT TACC3 PPI 28.6 and LGR2 inh 35.0.
For COc1ccc(Br)cc1CNC(=O)CCc1nc(-c2ccc(C)cc2)no1 the results were ARNT TACC3 PPI -4.5 and LGR2 inh 16.1.
`O=C(Cn1nnc(-c2ccccc2)n1)NCc1cccs1` gave ARNT TACC3 PPI 5.0 and LGR2 inh -16.7.
Cn1cnnc1SCC(=O)Nc1ccc(Br)cc1F was read as ARNT TACC3 PPI -3.9 and LGR2 inh 0.7.
`O=C(NCCCCCCCCCNC(=O)C(F)(F)F)C(F)(F)F` gave ARNT TACC3 PPI -4.5 and LGR2 inh 0.1.
For Clc1ccc(OCCCNCc2ccccc2)c(Br)c1 the results were ARNT TACC3 PPI 1.2 and LGR2 inh -2.7.
`CC(=O)COc1ccc2c(C)c(C)c(=O)oc2c1` gave ARNT TACC3 PPI 7.3 and LGR2 inh -42.2.
Screening CCOc1ccc(NC(=O)CSc2nc3ccccc3c(=O)n2Cc2cccs2)cc1 returned ARNT TACC3 PPI -8.5 and LGR2 inh -9.2.
Screening Cc1c(C(=O)O)oc2ccc(S(=O)(=O)NCc3ccccc3)cc12 returned ARNT TACC3 PPI -15.7 and LGR2 inh 1.5.
Screening O=C(O)CC(NS(=O)(=O)c1ccc(Br)cc1)c1ccco1 (stereo unspecified) returned ARNT TACC3 PPI -4.1 and LGR2 inh 1.1.
Cc1cccc(Cn2c(=O)n(CCCC(=O)NCc3ccco3)c(=O)c3ccccc32)c1 was read as ARNT TACC3 PPI -9.1 and LGR2 inh -8.7.
For C=CCn1c(Cc2ccc(OCC)cc2)nnc1SCC(N)=O the results were ARNT TACC3 PPI 14.9 and LGR2 inh -16.3.
Screening CNCc1ccccc1OCC(=O)Nc1ccccc1OC returned ARNT TACC3 PPI 2.2 and LGR2 inh -1.5.
`CCOC(=O)c1ccc(NC(=O)N2CCN(S(C)(=O)=O)CC2)cc1` gave ARNT TACC3 PPI 17.5 and LGR2 inh -18.8.
For COc1ccc(/C=C2\SC(=NCc3ccccc3)N(Cc3ccccc3)C2=O)cc1OC the results were ARNT TACC3 PPI -5.8 and LGR2 inh -2.5.
O=[N+]([O-])c1cccc(/C=N\N2CCN(c3ccc(Cl)cc3)CC2)c1 was read as ARNT TACC3 PPI -5.6 and LGR2 inh -21.9.
For COCCn1nnnc1C(c1cc2ccc(OC)cc2[nH]c1=O)N1CCc2ccccc2C1 (stereo unspecified) the results were ARNT TACC3 PPI 6.1 and LGR2 inh 4.4.
`Cc1ccc(-c2ccc(/C=N/NC(=O)CN3CCCC3)o2)cc1Cl` gave ARNT TACC3 PPI 11.9 and LGR2 inh -15.3.
`CCCCn1c(N)c(Sc2ccc(C)cc2)c(=O)[nH]c1=O` gave ARNT TACC3 PPI -2.2 and LGR2 inh -16.6.
CC(C)c1ccc(-c2nc(N3CCOCC3)[nH]c(=O)c2C#N)cc1 was read as ARNT TACC3 PPI 5.1 and LGR2 inh 6.2.
COc1ccc(-c2nnn(Cc3nc(N)nc(N4CCOCC4)n3)n2)cc1OC was read as ARNT TACC3 PPI 5.6 and LGR2 inh -30.7.
Screening Cc1ccc(-n2ncc3c(=O)[nH]c(SCC(=O)N4CCN(c5ccccc5)CC4)nc32)cc1 returned ARNT TACC3 PPI -8.9 and LGR2 inh -10.3.
CCOC(=O)C1CCN(c2c(NCc3ccc(C(=O)NCCOC)cc3)c(=O)c2=O)CC1 was read as ARNT TACC3 PPI -3.0 and LGR2 inh 5.0.
`COc1cccc(CNc2ncnc3cc(OC)c(OC)cc23)c1` gave ARNT TACC3 PPI -0.1 and LGR2 inh 1.8.
CCOC(=O)c1c(C)c(C(=O)N2CCCCCC2)c(C)n1C was read as ARNT TACC3 PPI 2.0 and LGR2 inh -1.2.
CCCn1c(SCC(N)=O)nc2c(c1=O)C1(CCCC1)Cc1ccccc1-2 was read as ARNT TACC3 PPI -3.7 and LGR2 inh -4.3.
Screening Cc1cc(C)n2nc(Cc3ccccc3)nc2n1 returned ARNT TACC3 PPI -15.1 and LGR2 inh -6.0.
For Cc1ccc(N2N=C(c3ccc(Br)cc3)CCC2=O)cc1 the results were ARNT TACC3 PPI 1.0 and LGR2 inh -11.7.
O=C(COC(=O)c1cccnc1Cl)Nc1nc(-c2ccccc2)cs1 was read as ARNT TACC3 PPI -4.3 and LGR2 inh -14.9.
Cc1nn2c(C)nc3sc4c(c3c2nc1=O)CC(C)(C)OC4 was read as ARNT TACC3 PPI 2.7 and LGR2 inh -5.9.
`CCN(C(=O)c1ccc(NC(C)=O)cc1)c1ccccc1` gave ARNT TACC3 PPI -2.8 and LGR2 inh 10.1.
`O=C(O)CCC(=O)NCc1ccc(F)cc1` gave ARNT TACC3 PPI -11.3 and LGR2 inh -1.6.
N#CC1=C(SCC(=O)NC2CC2)NC(=O)C(C#N)C12CCCCC2 (stereo unspecified) was read as ARNT TACC3 PPI 2.6 and LGR2 inh 16.2.
For Cn1cc(C(=O)NCCN2CCN(c3cccc(Cl)c3)CC2)c2c3ccccc3n(C)c2c1=O the results were ARNT TACC3 PPI 0.7 and LGR2 inh -9.9.
For CCOc1c(C#N)c(C#N)c2nc(C)cc(C)n12 the results were ARNT TACC3 PPI -4.6 and LGR2 inh 10.6.
Screening CN1CCN(c2ccccc2NC(=O)c2cc3ccccc3o2)CC1 returned ARNT TACC3 PPI -13.7 and LGR2 inh -24.4.
`Cc1csc(NC(=O)c2cccc(C)c2C)n1` gave ARNT TACC3 PPI -11.5 and LGR2 inh -35.6.
CCn1c(SCC(N)=O)nnc1-c1cc2c(C)nn(-c3ccccc3)c2s1 was read as ARNT TACC3 PPI 9.2 and LGR2 inh -2.4.
For COc1ccc(-n2ncc(N(C)n3cccc3)c(Cl)c2=O)cc1 the results were ARNT TACC3 PPI -2.5 and LGR2 inh -18.9.
S=c1[nH]nc(CSCc2ccc(Cl)cc2Cl)n1-c1ccccc1 was read as ARNT TACC3 PPI 9.8 and LGR2 inh -15.7.
Screening COc1ccccc1OCc1ccc(C(=O)Nc2ccncc2)o1 returned ARNT TACC3 PPI -5.0 and LGR2 inh 9.4.
Screening CC(=NCCc1ccccc1)C1=C(O)COC1=O returned ARNT TACC3 PPI 0.1 and LGR2 inh -0.2.
O=C(CC(c1ccccc1)c1ccccc1)NCc1cccnc1 was read as ARNT TACC3 PPI -6.3 and LGR2 inh 33.7.
Screening CN(C(=O)c1ccccn1)c1nnc(-c2ccccn2)s1 returned ARNT TACC3 PPI 1.0 and LGR2 inh 17.4.
`CC(C)(C)C(=O)CN1C(=O)C2(OCCO2)c2ccccc21` gave ARNT TACC3 PPI 9.4 and LGR2 inh -10.1.
COc1cccc(C(CC(=O)Nc2cccc3ccccc23)NC(=O)c2ccccc2)c1 (stereo unspecified) was read as ARNT TACC3 PPI 2.6 and LGR2 inh -7.8.
`Cc1cc(C(=O)Nc2c(C)n(C)n(-c3ccccc3)c2=O)c2ccccc2n1` gave ARNT TACC3 PPI -19.1 and LGR2 inh 3.7.
`CC1C/C(=N/N=C2/NC(=O)CS2)CC(C)(C)C1` (stereo unspecified) gave ARNT TACC3 PPI 15.8 and LGR2 inh 8.1.
Screening Cc1csc(SCC(=O)Nc2ccc(S(=O)(=O)N3CCCC3)cc2)n1 returned ARNT TACC3 PPI 3.2 and LGR2 inh -2.8.
`CC1CCN(S(=O)(=O)c2ccc(NC(=O)Cn3nnc(-c4ccccc4F)n3)cc2)CC1` gave ARNT TACC3 PPI -3.1 and LGR2 inh 13.0.
For c1ccc(-c2n[nH]c3c2CCC3)cc1 the results were ARNT TACC3 PPI -2.3 and LGR2 inh 3.0.
For CCCCCCCOC1(c2ccccc2)OC(=O)c2ccccc21 (stereo unspecified) the results were ARNT TACC3 PPI -48.9 and LGR2 inh 12.4.
For CN(C)c1cccc(NC(=O)CCc2ccccc2)c1 the results were ARNT TACC3 PPI 5.1 and LGR2 inh -2.2.
Screening COc1cccc(S(=O)(=O)Nc2cccnc2)c1 returned ARNT TACC3 PPI -10.9 and LGR2 inh 3.0.
Cc1c(NC(=O)C2(C)CCCCC2)c(=O)n(-c2ccccc2)n1C was read as ARNT TACC3 PPI -0.5 and LGR2 inh -3.9.
COc1cc(CNC2CCC(C)C2)cc(OC)c1 (stereo unspecified) was read as ARNT TACC3 PPI -4.6 and LGR2 inh 5.7.
For Cc1cccc(NC(=O)CCOc2ccccc2)c1 the results were ARNT TACC3 PPI -2.7 and LGR2 inh -31.6.
`O=C(CCNc1ccc(F)cc1)c1ccco1` gave ARNT TACC3 PPI 0.6 and LGR2 inh -36.1.
`O=C(CSc1nc2ccc(Cl)cc2[nH]1)c1ccc2c(c1)OCO2` gave ARNT TACC3 PPI 2.5 and LGR2 inh -2.2.
COc1c(C)cccc1C(=O)Nc1cc(Cl)ccc1N1CCOCC1 was read as ARNT TACC3 PPI -3.1 and LGR2 inh -17.3.
For CC(C)NC(=O)NC(=O)CSc1nncn1C the results were ARNT TACC3 PPI 5.0 and LGR2 inh -0.5.
Screening O=c1cc(CO)oc(C(Nc2ccccn2)c2ccc(C(F)(F)F)cc2)c1O (stereo unspecified) returned ARNT TACC3 PPI 0.3 and LGR2 inh 8.2.
Screening Cc1cc(C)c(C)c(OC(=O)c2sc(Cl)nc2C)c1 returned ARNT TACC3 PPI -7.6 and LGR2 inh 4.7.
CCCCOc1ccc(C(=O)Nn2cnnc2)cc1 was read as ARNT TACC3 PPI 8.6 and LGR2 inh 2.6.
For CCOC(=O)c1c(N)n(CCOC(=O)c2cccs2)c2nc3ccccc3nc12 the results were ARNT TACC3 PPI 8.2 and LGR2 inh -9.8.

As a working copy, three of the compounds above:
For c1ccc(-c2n[nH]c3c2CCC3)cc1 the results were ARNT TACC3 PPI -2.3 and LGR2 inh 3.0.
For CCCCCCCOC1(c2ccccc2)OC(=O)c2ccccc21 (stereo unspecified) the results were ARNT TACC3 PPI -48.9 and LGR2 inh 12.4.
For CN(C)c1cccc(NC(=O)CCc2ccccc2)c1 the results were ARNT TACC3 PPI 5.1 and LGR2 inh -2.2.

5 entries picked at random from those above, as already listed:
For CC(C)NC(=O)NC(=O)CSc1nncn1C the results were ARNT TACC3 PPI 5.0 and LGR2 inh -0.5.
`O=C(CCNc1ccc(F)cc1)c1ccco1` gave ARNT TACC3 PPI 0.6 and LGR2 inh -36.1.
Screening Cc1cc(C)c(C)c(OC(=O)c2sc(Cl)nc2C)c1 returned ARNT TACC3 PPI -7.6 and LGR2 inh 4.7.
Cc1c(NC(=O)C2(C)CCCCC2)c(=O)n(-c2ccccc2)n1C was read as ARNT TACC3 PPI -0.5 and LGR2 inh -3.9.
For CCOC(=O)c1c(N)n(CCOC(=O)c2cccs2)c2nc3ccccc3nc12 the results were ARNT TACC3 PPI 8.2 and LGR2 inh -9.8.

New compounds follow
Screening CC(=O)c1cc2c(cc1NS(=O)(=O)c1ccc(C)cc1)OCO2 returned ARNT TACC3 PPI -3.2 and LGR2 inh 15.7.
COc1cccc(C2C(C#N)=C(N)Oc3cc(C)n(Cc4ccccn4)c(=O)c32)c1OC (stereo unspecified) was read as ARNT TACC3 PPI -3.0 and LGR2 inh 8.4.
`CCNC(=O)CP(=O)(c1ccccc1)c1ccccc1` gave ARNT TACC3 PPI -3.5 and LGR2 inh 8.7.
Screening COc1ccc2c(c1OC)C(=O)N1c3ccccc3SC21 (stereo unspecified) returned ARNT TACC3 PPI -9.3 and LGR2 inh -105.2.
`CC(=O)Nc1ccc(OCC(=O)c2ccc(C)cc2C)cc1` gave ARNT TACC3 PPI -5.2 and LGR2 inh -30.3.
O=C(NCCc1ccccc1)c1cc(-c2ccc3c(c2)OCO3)on1 was read as ARNT TACC3 PPI -8.3 and LGR2 inh -7.2.
Screening O=S(=O)(c1ccc(Cl)s1)N1CCN(Cc2ccccc2)CC1 returned ARNT TACC3 PPI -1.4 and LGR2 inh 4.2.
Screening CCOc1ccccc1NC(=O)c1cc(Cl)ccc1NC(=O)c1ccco1 returned ARNT TACC3 PPI 2.0 and LGR2 inh -26.6.
Screening Nn1cnnc1SC1CCCCC1NS(=O)(=O)c1ccccc1 (stereo unspecified) returned ARNT TACC3 PPI 16.6 and LGR2 inh 3.6.
